High-throughput results: PubChem, several laboratories
S1P3 agonist = S1P3 (human) receptor agonism | activation, % at 4.5 µM | AID 373 | S1P3 NFAT-BLA reporter cells, FRET ratio; relative to 1 µM S1P, basal subtracted | Q99500 | hit rate 0.1% among 60,000;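 active = activation above the screen-wide mean plus 3 SD, cut at about 4.5% in these data, passing the limit was not always enough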; note: some compounds called inactive have numbers as strong as hits
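Measure – % activation relative to 1 µM S1P (100%), per plate · System – stable CHO line with human S1P3, Gα16, NFAT-BLA reporter · Timing – cells plated overnight, compound 4 h 37 °C, substrate 2 h RT · Technique – fluorescent BLA substrate, ex 405 nm, em 460/535 nm ratio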
E coli RNAP = Escherichia coli RNA polymerase inhibition; P0A8V2; E. coli RNA polymerase, fluorescence transcription assay; inhibition, %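 (tested at 10 µM)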; hit rate 0.2% among 62,000; in the data active = inhibition above about 20%;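 note: 0% = enzyme without compound and 100% = no enzyme blank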
Target sequence (P0A8V2 whole entry, looked up): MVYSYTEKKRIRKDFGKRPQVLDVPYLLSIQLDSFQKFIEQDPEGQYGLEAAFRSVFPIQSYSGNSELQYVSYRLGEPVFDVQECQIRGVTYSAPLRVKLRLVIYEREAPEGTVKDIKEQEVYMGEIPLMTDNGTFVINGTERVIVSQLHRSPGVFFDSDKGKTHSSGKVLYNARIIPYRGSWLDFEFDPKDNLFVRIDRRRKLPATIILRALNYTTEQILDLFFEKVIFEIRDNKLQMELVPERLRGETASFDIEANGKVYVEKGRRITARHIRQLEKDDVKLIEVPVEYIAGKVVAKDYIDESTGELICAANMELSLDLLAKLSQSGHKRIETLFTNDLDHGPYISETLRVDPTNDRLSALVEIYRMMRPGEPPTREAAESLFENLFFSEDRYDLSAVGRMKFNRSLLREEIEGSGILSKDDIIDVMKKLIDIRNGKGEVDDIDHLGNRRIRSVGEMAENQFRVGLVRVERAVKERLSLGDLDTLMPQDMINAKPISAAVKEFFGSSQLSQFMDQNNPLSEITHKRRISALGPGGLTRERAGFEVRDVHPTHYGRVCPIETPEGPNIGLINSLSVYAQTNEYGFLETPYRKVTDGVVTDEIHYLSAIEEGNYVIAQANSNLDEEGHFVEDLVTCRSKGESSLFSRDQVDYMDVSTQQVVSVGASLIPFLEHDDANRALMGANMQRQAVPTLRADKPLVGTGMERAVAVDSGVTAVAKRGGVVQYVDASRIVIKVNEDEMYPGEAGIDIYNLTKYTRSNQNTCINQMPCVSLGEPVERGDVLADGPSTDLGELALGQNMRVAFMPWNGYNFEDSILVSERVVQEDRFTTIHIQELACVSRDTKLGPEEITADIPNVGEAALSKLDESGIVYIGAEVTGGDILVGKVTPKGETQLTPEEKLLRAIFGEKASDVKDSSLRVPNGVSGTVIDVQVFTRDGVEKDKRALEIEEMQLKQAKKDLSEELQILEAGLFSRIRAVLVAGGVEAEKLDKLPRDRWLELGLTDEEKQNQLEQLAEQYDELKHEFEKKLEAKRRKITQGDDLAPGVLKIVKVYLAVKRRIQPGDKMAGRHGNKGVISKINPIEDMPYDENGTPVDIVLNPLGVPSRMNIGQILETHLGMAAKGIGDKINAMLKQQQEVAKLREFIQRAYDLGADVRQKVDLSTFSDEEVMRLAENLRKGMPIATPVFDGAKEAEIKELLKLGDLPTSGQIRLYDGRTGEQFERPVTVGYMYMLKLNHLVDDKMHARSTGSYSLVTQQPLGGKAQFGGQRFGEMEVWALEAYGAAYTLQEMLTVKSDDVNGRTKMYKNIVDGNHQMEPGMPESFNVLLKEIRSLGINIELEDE
D1 allo mod = allosteric modulators of human D1 dopamine receptor | P21728 | HEK293 D1, CRE-luciferase, dopamine EC30 potentiation; actives deviate in either direction | B-score at 10 µM | hit rate 5.9% among 58,000;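 active = luminescence count or its row- and column-corrected plate score outside the 99.7% band of the plate's sample wells, on either side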
TNAP act DEA = activates human TNAP at intermediate phosphate acceptor concentration. P05186. purified TNAP, CDP-star luminescence, 100 mM DEA, 30 min; stronger effect = higher value; scale: 0 levamisole-inhibited, 1 vehicle-only enzyme. activation factor at 20 µM. 64,000 tested, under 10 active;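 active = activation factor of at least 2 at 20 µM, relative to controls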
HEK293 NFkB inh = inhibitors of the PMA/ionomycin-induced NF-kB reporter in HEK293 cells; HEK-293 NF-kB luciferase reporter, luminescence; AID 465; inhibition, % at 3 µM; hit rate 0.21% among 62,000;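 active = inhibition above the mean of all tested compounds plus 3 SD, cut at about 40% in these data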;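 note: 0% = stimulated DMSO wells and 100% = 10 µM reference inhibitor 5653914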
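Material: HEK-293 cells with stable firefly luciferase reporter driven by four HIV NF-kB elements / Also added: PMA plus ionomycin mix as NF-kB-activating stimulus / Compound dosing: 3 µM once, 0.30% DMSO / Times: 1 h pretreatment, 16 h stimulation, 37 °C / Signal: luminescence / Evaluation: per-plate % inhibition versus controls / Benchmarks: DMSO and 10 µM reference inhibitor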
Jurkat viability = reduces viability or proliferation of Jurkat cells; Jurkat E6.1 viability, ATP luminescence, 48 h; inhibition, % at 4 µM; hit rate 1.2% among 56,000;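 active = inhibition above the mean inhibition of all tested compounds plus 3 SD, cut at about 28% in these data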
M1 antagonist = antagonists of rat M1 muscarinic receptor. B-score at 10 µM. P08482. CHO-M1 cells, Fluo-4 calcium, ACh EC80 antagonist mode; stronger effect = lower value. hit rate 3.4% among 64,000. AID 628;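 active = calcium fluorescence response, raw or row-and-column corrected B-score, differing from the plate sample mean either way at a set confidence level, mostly lower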
M1 ag = activates the M1 muscarinic receptor | B-score at 10 µM | CHO-M1 cells, Fluo-4 calcium fluorescence, agonist mode; stronger effect = higher value | hit rate 3% among 64,000;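 active = fluorescence rise, raw or as B-score row- and column-corrected plate score, outside the 99.7% band of its plate's samples, either direction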
S1P1 ag pot = S1P1 (human) agonism or agonism potentiation. activation, % at 9.5 µM. S1P1 CRE-bla cells, forskolin, beta-lactamase FRET, potentiator mode; S1P1 agonist co-added at EC20, 2 nM; 100% = saturating reference agonist, 0% = basal. hit rate 0.57% among 56,000;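 active = activation above a cutoff set at the mean activation of all tested compounds plus 3 SD, cut at about 54% in these data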;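 note: forskolin at 4 µM as EC80 and the EC20 agonist is SEW2871; 100% = SEW2871 at its EC100 plus forskolin at EC80; some compounds past the cut are filed as inactive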
* hit, by the source's call; / = not tested or not shown.

item	Structure	Jurkat viability	D1 allo mod	E coli RNAP	M1 antagonist	TNAP act DEA	S1P3 agonist	M1 ag	S1P1 ag pot	HEK293 NFkB inh
1	Clc1ccccc1CN(Cc1ccccc1)c1ncnc2nc[nH]c12	/	-0.26	7	0.22	0.9	-3.7	0.95	25	/
2	CCOC(=O)c1c(N)sc(C(=O)N2CCCCCC2)c1C	1	0.14	2	0.38	1	-1.0	-0.26	-36	5
3	Cc1ccc(NC(=O)C2(N(C(=O)Cn3nnnc3N)c3ccc(C)cc3)CCCCC2)cc1	1	-1.8	7	-0.47	1.2	-1.3	-0.43	4	-1
4	CC1=Nc2ncnn2C(c2ccccc2)/C1=N\O (configuration not stated)	-5	-0.59	4	0.051	0.9	0.9	-8.7e-05	9	7
5	CCNC(=O)CN(c1ccc(OC)c(OC)c1)S(=O)(=O)c1ccccc1	0	-0.84	5	0.25	0.9	0.9	-0.12	-4	6
6	CCCc1nnc(NC(=O)CN2C(=O)c3ccccc3S2(=O)=O)s1	-4	-0.02	/	-0.49	/	-1.0	-0.3	-15	9
7	CCOc1ccccc1-n1nnnc1SCc1nc2ccccc2s1	-2	0.21	5	-0.41	1	-0.4	-0.79	-20	3
8	Nc1nnc(SCc2ccccc2F)n1-c1ccccc1	-6	0.19	6	0.56	0.9	-1.6	-0.83	2	12
9	Cc1cccc(CSc2nncc(=O)[nH]2)c1	-8	0.11	7	1.1	0.9	0.3	-0.01	-3	7
10	O=C(NCCc1ccccc1)C1CCCN(S(=O)(=O)c2cccc3nsnc23)C1 (configuration not stated)	-2	1.8	2	0.16	1	0.1	-0.76	-5	12
11	CSc1ccccc1NC(=O)c1ccncc1	3	-0.5	3	-0.81	0.9	-1.0	1.5	-21	23
12	CCc1nc2ccccc2c(=O)n1CCCCn1c(CC)nc2ccccc2c1=O	11	0.33	1	0.98	0.9	-0.5	-0.23	-2	15
13	COc1ccccc1CNc1ccc(N2CCOCC2)c(C(=O)O)c1	8	0.094	1	0.35	0.9	-0.6	0.07	-26	18
14	COc1ccc(CC2S/C(=C(\C#N)C(=O)NCc3ccco3)N(c3ccc(C)cc3)C2=O)cc1 (configuration not stated)	-5	-0.95	4	0.5	0.9	-1.2	0.12	-3	-3
15	O=C1CSC(c2ccccc2)N1CC12CC3CC(CC(O)(C3)C1)C2 (configuration not stated)	5	-0.87	0	-0.33	1	-0.7	0.15	-8	11
16	COC(=O)c1cc(Nc2cc(C)nc3ncnn23)cc(C(=O)OC)c1	-1	0.22	3	1.1	1	-0.9	-0.055	-9	14
17	COc1ccc2c(c1OC)C(=O)N1C(C(=O)O)Cc3c([nH]c4ccccc34)C21 (configuration not stated)	-6	0.94	2	-0.72	0.9	-0.2	0.15	-19	12
18	COc1ccc(C2C3=C(CC(C)(C)CC3=O)N(CCN3CCOCC3)C3=C2C(=O)CC(C)(C)C3)cc1	1	-0.12	4	/	1	0.2	/	-41	18
19	CCOC(=O)C1CCCN(CC(=O)NC2CC2)C1 (configuration not stated)	-5	-1.6	5	0.43	0.9	0.6	-0.44	-13	6
20	CSCC[C@H](NC(=O)NCCc1ccc(F)cc1)C(=O)O	-2	0.067	7	-0.26	0.9	-0.1	0.052	-12	7
21	CSCC[C@H](NC(=O)OC(C)(C)C)c1nnc(SCC(=O)Nc2ccc(C)cc2C)o1	/	/	10	-0.034	0.9	/	0.69	/	9
22	Cc1ccccc1C1CC(=O)NC2=C1C(=O)CCC2 (configuration not stated)	-1	-0.84	0	0.039	0.9	0.2	0.084	-18	6
23	CN1CCN(c2nc(Nc3cccc(C(F)(F)F)c3)nc(N3CCOCC3)n2)CC1	5	-0.25	-9	/	0.9	-0.5	/	4	5
24	Cc1c(N(C)C(=O)c2ccccc2F)c(=O)n(-c2ccccc2)n1C	-5	-0.62	9	0.063	0.9	-0.2	0.094	13	8
25	CCSc1nnc(-c2ccccc2NC(C)=O)c(=O)[nH]1	-8	-0.41	-4	0.023	1	-1.7	-0.66	0	3

Down the list, quoted from above:
Nos. 5 to 14 in Jurkat viability, in turn: 0, -4, -2, -6, -8, -2, 3, 11, 8, -5
Nos. 5 to 14 in TNAP act DEA, in turn: 0.9, /, 1, 0.9, 0.9, 1, 0.9, 0.9, 0.9, 0.9

Continuation:
item	Structure	Jurkat viability	D1 allo mod	E coli RNAP	M1 antagonist	TNAP act DEA	S1P3 agonist	M1 ag	S1P1 ag pot	HEK293 NFkB inh
26	COc1ccccc1NC(=O)C1=C(C)Nc2ncnn2C1c1ccc(C)o1 (configuration not stated)	-2	-0.33	11	-0.077	0.9	0.0	-0.019	7	8
27	CCOC(=O)CN(C(=O)CSc1nnc2c(n1)[nH]c1ccccc12)c1ccccc1	1	-1	10	0.78	0.9	-1.0	-0.42	4	9
28	COc1ccccc1NC(=O)C1=C(C)Nc2nnnn2C1c1ccncc1 (configuration not stated)	11	0.036	-4	0.13	0.9	-0.9	-0.41	-14	5
29	O=C(O)CCCC(=O)Nc1ccc(C(=O)NCc2cccnc2)cc1	-7	-0.78	10	-0.19	0.9	0.0	-0.12	/	7
30	CCCCCCSC1=C(C#N)C(c2ccc(C)o2)CC(=O)N1 (configuration not stated)	-2	1.4	17	-0.82	0.8	-1.0	1.9	-9	1
31	Cc1cccc(-c2cc3nc(C)cc(NCCCN(C)C)n3n2)c1	-2	-2.1	3	-0.11	0.9	0.1	-0.14	7	24
32	CC(=O)Nc1cccc(Cl)c1C(=O)O	0	0.023	0	0.91	1	-0.1	1.1	-16	-4
33	COc1ccc(C(=O)n2cnc(N)n2)cc1	-8	/	6	0.16	1.1	0.1	-0.15	7	8
34	CC1CN(c2oc(Cc3cccc4ccccc34)nc2C#N)CC(C)O1 (configuration not stated)	1	-0.11	-4	-0.14	0.9	-1.2	0.46	3	8
35	O=C(NCc1cccnc1)C1CC(=O)N(c2ccc(Cl)cc2)C1 (configuration not stated)	0	0.021	-7	0.12	1.1	-0.1	1.6	/	18
36	Cc1c(C(=O)NCc2ccccn2)oc2ccc(S(=O)(=O)N3CCOCC3)cc12	/	/	-4	0.35	1	/	1.9	/	17
37	Cc1ccc(S(=O)(=O)N2CCN(c3nc(C(C)C)c4c(c3C#N)CC(C)(C)OC4)CC2)cc1	/	0.02	5	-1	0.9	-5.3	-1.7	12	/
38	COc1ccc(-n2c(Cc3cccn3C)nnc2SCC(=O)NCc2ccc(F)cc2)cc1	-3	0.088	5	0.016	1	-1.5	-0.93	5	3
39	Cc1nc2ccc(NC(=O)N3CCOCC3)cc2s1	-1	0.5	-4	0.17	0.9	-0.8	0.34	-9	-2
40	O=C(Nc1ccccc1N1CCN(c2ccccc2)CC1)C1CCCCC1	-3	-0.79	2	0.14	0.9	-0.4	-0.88	-10	19
41	CSCCC(NC(=O)COc1ccccc1)C(=O)N1CCN(c2ccccc2F)CC1 (configuration not stated)	4	-1.3	1	-0.24	0.9	-1.2	1	5	6
42	CCC(=O)N1CCc2cc(Br)cc(S(=O)(=O)NCCN3CCOCC3)c21	/	/	13	-0.97	1	/	0.014	/	15
43	c1ccc(CCc2nn3c(Cn4nnc5ccccc54)nnc3s2)cc1	-1	0.11	9	0.13	0.9	-0.9	0.54	18	4
44	Cn1c(SCC(=O)c2ccccc2F)nnc1C1CC1	5	-1.1	0	-0.064	1	-0.7	-0.094	1	10
45	COc1ccc(C(=O)NCCn2ccc3ccccc32)c(OC)c1	-1	-1.2	-3	0.05	1	0.3	-0.68	-26	0
46	CCN(C(=O)Cn1c(=O)oc2ccccc21)c1cccc(C(F)(F)F)c1	-3	-0.75	6	-0.94	1	-0.7	-0.021	13	15
47	CCOc1ccc(C2c3c(oc4cc(C)c(C)cc4c3=O)C(=O)N2CCCN2CCOCC2)cc1 (configuration not stated)	5	0.67	-1	0.4	0.9	0.0	0.53	-13	14
48	Cc1ccnc(NS(=O)(=O)c2ccc(N=CC3=C(O)CC(C)(C)CC3=O)cc2)n1	-7	0.36	2	-1.6	0.8	0.3	0.4	9	7
49	Cc1ccc(-c2nc3cccnc3s2)cc1NC(=O)c1ccco1	2	-0.0088	/	0.43	/	-0.6	-0.77	-12	1
50	COc1ccccc1N1CCN(C(c2ccc(C)cc2)c2nnnn2C(C)C)CC1 (configuration not stated)	9	-1.4	12	1.4	0.8	-0.6	0.73	-31	6
51	Cn1c(=O)c2c(nc(N3CCNCC3)n2Cc2cccc3ccccc23)n(C)c1=O	7	0.21	5	0.15	1	0.0	-0.95	1	11
52	O=C(CC(NS(=O)(=O)c1ccc(Cl)cc1)c1ccco1)NCc1cccnc1 (configuration not stated)	4	0.12	0	-0.51	1	-0.2	0.19	6	10
53	CC(=O)Nc1c(O)n(C)c2ccccc12	-3	/	6	0.38	0.8	-0.8	-0.4	-9	-3

5 entries picked at random from the list so far:
item	Structure	Jurkat viability	D1 allo mod	E coli RNAP	M1 antagonist	TNAP act DEA	S1P3 agonist	M1 ag	S1P1 ag pot	HEK293 NFkB inh
53	CC(=O)Nc1c(O)n(C)c2ccccc12	-3	/	6	0.38	0.8	-0.8	-0.4	-9	-3
42	CCC(=O)N1CCc2cc(Br)cc(S(=O)(=O)NCCN3CCOCC3)c21	/	/	13	-0.97	1	/	0.014	/	15
48	Cc1ccnc(NS(=O)(=O)c2ccc(N=CC3=C(O)CC(C)(C)CC3=O)cc2)n1	-7	0.36	2	-1.6	0.8	0.3	0.4	9	7
51	Cn1c(=O)c2c(nc(N3CCNCC3)n2Cc2cccc3ccccc23)n(C)c1=O	7	0.21	5	0.15	1	0.0	-0.95	1	11
39	Cc1nc2ccc(NC(=O)N3CCOCC3)cc2s1	-1	0.5	-4	0.17	0.9	-0.8	0.34	-9	-2
